Giardia killer – Giardia lamblia killing | Giardia lamblia trophozoite viability | activity change, % at 7.66 µM, hits read low | hit rate 0.15% among 340,000 | AID 540267; in the data active means activity change below about -80%; inconclusive means between about -30% and that limit;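 further: parasites exposed to compound for two days anaerobically before the ATP read; on the % scale 0 is the no-effect control and ±100 the full control effect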
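Killing of trophozoites was scored by loss of ATP luminescence after a 48 hrs anaerobic exposure to compounds at 37 deg C, using 100 cells per well.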
FBPA coupling cs – counter-screen for Giardia aldolase inhibitors: coupling enzyme system; coupling enzyme system counterscreen, AmpLite Red fluorescence; activity change, negative = inhibition, % at 58.2 µM, hits read low; hit rate 0.67% among 290,000; AID 2472; in the data active means activity change below about -30%; further: on the % scale 0 is the no-effect control and ±100 the full control effect
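Counterscreen lacking aldolase: glyceraldehyde-3-phosphate coupling-enzyme reagent preincubated 10 min at RT with compound (at 57.5 uM final), then substrate/coupling system with AmpLite Red added; fluorescence read at 525/598 nm after 20 min RT.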
BCR signal inh – chronic active BCR signaling inhibition; ABC-DLBCL IkBa-CBG/CBR reporter, luminescence ratio, 4 h; Potency, µM (series often up to 46.1 µM), for inactives: at the highest dose ratio change, negative = lower green/red ratio, hits mostly inhibitors; hit rate 0.05% among 340,000; AID 493014; active means well fitted inhibition curve with a large enough effect in the signal ratio, with a control signal flat, not every such curve was filed as active; inconclusive means small, poorly fitted or top-dose-only effect, or effect the other way, or a change in a side signal; the % refers to the signal ratio;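 further: potency means the concentration at half of the fitted maximal effect; plate controls were basal doxycycline-induced cells for no effect and cells given 10 µM MG132 for full effect; MG132 reads +100%, hits lower the ratio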
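TMD8 ABC-DLBCL cells carrying doxycycline-inducible green luciferase fused to IkappaBalpha plus unfused red luciferase were exposed to compounds (up to 46 uM) for 4 hrs at 37C. Activity came from the overlap-corrected green/red luminescence ratio.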
GALK inhibitor – galactokinase (human) inhibition; Potency, µM (titrated, usually from 57.5 µM), inactives show at the top dose activity change, negative = inhibition, actives largely listed as inhibitors; Purified GALK, Kinase-Glo residual ATP luminescence; AID 1868; P51570; hit rate 0.007% among 270,000; further: potency means the concentration at half of the fitted maximal effect; on the % scale 0 is the no-effect control and ±100 the full control effect
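ATP-depletion format; final 35 uM ATP, 100 uM D-galactose, 5 nM enzyme; pH 8.0 HEPES/Mg2+ buffer; 60 min RT; luminescence read 10 min after detection reagent.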
Integrin act MD – activates integrin-mediated alleviation for muscular dystrophy. alpha7betagal myoblasts, beta-gal FDG fluorescence, 48 h. Potency, µM (top dose mostly 38.3 µM), for inactives: at the highest dose activation, usual class: activators. hit rate 0.064% among 350,000;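 further: potency means the concentration at half of the fitted maximal effect; 100% = response of the positive control SU9516; nearly all actives have a fitted effect of over 60% in size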
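Alpha7betagal+/- myoblasts (passage 13) were plated 16-24 hr, then exposed to compounds (1:260 dilution of DMSO stock) for 48 hours at 37C. After MPER lysis, β-galactosidase reporter activity was read as FDG fluorescence (ex 480/em 540) after 30 minutes.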
Menin MLL FP TR – inhibitors of human menin-MLL interaction, mutant MLL peptide; Potency, µM (titrated, usually from 61.6 µM), without a hit: at the highest dose FP activity change, negative = inhibition, actives largely listed as inhibitors; Menin + Texas Red MLL mutant peptide, fluorescence polarization; hit rate 0.23% among 270,000; O00255; active means well fitted inhibition curve with a large enough effect in the polarisation, with a control signal flat, not every such curve was filed as active; inconclusive means small, poorly fitted or top-dose-only effect, or effect the other way, or a change in a side signal; inactive means no such curve, though single readings can be large or run the other way; the % refers to the polarisation; further: potency means the concentration at half of the fitted maximal effect; % of control where 0% means no effect; many of its hits are not listed in these tables
Tb PFK inh – T. brucei PFK enzyme inhibition | O15648 | T. brucei PFK, ADP-Glo luminescence | Potency, µM (titrated, usually from 57.5 µM), inactives show at the highest dose activity, negative = inhibition, usual class: inhibitors | hit rate 0.17% among 330,000 | AID 485367;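 further: potency means the concentration at half of the fitted maximal effect; 0% = uninhibited 1x PFK enzyme wells and -100% = no-enzyme wells; nearly all actives have a fitted effect of over 60% in size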
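PFK 1.25 nM, F6P 0.5 mM, ATP 0.1 mM, 0.1 M TEA pH 8.0, 5 mM MgCl2, 0.01% Tween20, 0.1% BSA; 45 min RT. ADP-Glo readout. qHTS titration up to 57 uM; curves fitted, compounds curve-classed.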
TSG101-PTAP inh – blocks PTAP/TSG101 interaction to inhibit HIV-1 budding; Potency, µM (highest dose often 115 µM), for inactives: top-dose activity change, negative = inhibition, most hits filed as inhibitors; Fluorescence polarization, FITC-PTAP peptide / Tsg101 binding; AID 493005; Q99816; 340,000 tested, under 10 active; active means well fitted inhibition curve with a large enough effect in the main read-out, with a control signal flat, not every such curve was filed as active; inconclusive means small, poorly fitted or top-dose-only effect, or effect the other way, or a change in a side signal; inactive means no such curve, though single readings can be large or run the other way; further: potency means the concentration at half of the fitted maximal effect; % of control where 0% means no effect
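Compounds were pin-transferred onto Tsg101 binding domain (10 uM final) in HEPES pH 7.5 buffer, then FITC-PTAP peptide was added at 50 nM final. After 20 min at RT, polarization reported peptide displacement across a qHTS concentration series.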
ASM inhibitor – human S-ASM enzyme inhibition | hit rate 0.006% among 340,000 | placental ASM, HMU-PC fluorogenic substrate, 60 min | P17405 | AID 504937 | Potency, µM (doses to about 57.5 µM), without a hit: at the highest dose activity change, negative = inhibition, usual class: inhibitors; further: potency means the concentration at half of the fitted maximal effect
Target sequence (P17405 47-631 limits assumed): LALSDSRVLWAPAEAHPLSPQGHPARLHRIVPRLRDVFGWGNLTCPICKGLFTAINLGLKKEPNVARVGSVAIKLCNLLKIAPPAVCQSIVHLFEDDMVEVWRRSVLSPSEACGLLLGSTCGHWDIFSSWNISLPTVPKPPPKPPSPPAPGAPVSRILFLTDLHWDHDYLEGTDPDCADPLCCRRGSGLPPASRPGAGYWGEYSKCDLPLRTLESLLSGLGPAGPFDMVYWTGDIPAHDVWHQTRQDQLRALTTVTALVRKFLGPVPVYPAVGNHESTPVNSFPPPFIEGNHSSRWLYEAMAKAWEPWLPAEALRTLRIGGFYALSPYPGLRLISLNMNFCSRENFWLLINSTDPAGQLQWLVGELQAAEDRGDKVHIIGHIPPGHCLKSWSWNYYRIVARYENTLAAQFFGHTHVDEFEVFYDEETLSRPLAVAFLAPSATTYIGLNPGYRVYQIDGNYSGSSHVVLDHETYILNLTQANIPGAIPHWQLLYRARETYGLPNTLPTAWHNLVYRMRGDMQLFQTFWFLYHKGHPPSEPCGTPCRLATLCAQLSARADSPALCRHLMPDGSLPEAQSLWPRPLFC
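Fluorescence read-out (Ex 386 nm, Em 447 nm) after stopping the reaction at pH 10. Enzyme: ASM from human placenta; substrate HMU-PC0, 9 uM final; 60 min, 37 °C. Compound preincubation 10 min, ambient temperature.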
PKM2 act – PKM2 (human) enzyme activation; Potency, µM (top dose mostly 57.5 µM), without a hit: at the highest dose activation, actives largely listed as activators; AID 1631; hit rate 0.34% among 260,000; P14618; purified PKM2, Kinase-Glo ATP luminescence, activation; response scale: 0% is enzyme alone, no compound; further: potency means the concentration at half of the fitted maximal effect; on the % scale 0 is the no-effect control and ±100 the full control effect; nearly all actives have a fitted effect of over 55% in size
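Purified hPK-M2 (>95% pure) converted ADP (0.1 mM final) to ATP with 0.5 mM PEP in 50 mM imidazole pH7.2, KCl, MgCl2, Tween 20, BSA; 1 h at room temperature. ATP detected by Kinase-Glo luminescence.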
B2AR arrestin – agonists driving beta-arrestin recruitment to human beta2-adrenergic receptor; P07550; beta-arrestin recruitment to beta2AR, cell-based reporter; Potency, µM (doses to about 46.1 µM), without a hit: at the highest dose activation, actives largely listed as activators; hit rate 0.02% among 330,000; AID 492947;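 further: potency means the concentration at half of the fitted maximal effect; 0% = DMSO controls and full agonism = EC100 isoproterenol or metaproterenol; nearly all actives have a fitted effect of over 65% in size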
Target sequence (P07550 whole entry, looked up): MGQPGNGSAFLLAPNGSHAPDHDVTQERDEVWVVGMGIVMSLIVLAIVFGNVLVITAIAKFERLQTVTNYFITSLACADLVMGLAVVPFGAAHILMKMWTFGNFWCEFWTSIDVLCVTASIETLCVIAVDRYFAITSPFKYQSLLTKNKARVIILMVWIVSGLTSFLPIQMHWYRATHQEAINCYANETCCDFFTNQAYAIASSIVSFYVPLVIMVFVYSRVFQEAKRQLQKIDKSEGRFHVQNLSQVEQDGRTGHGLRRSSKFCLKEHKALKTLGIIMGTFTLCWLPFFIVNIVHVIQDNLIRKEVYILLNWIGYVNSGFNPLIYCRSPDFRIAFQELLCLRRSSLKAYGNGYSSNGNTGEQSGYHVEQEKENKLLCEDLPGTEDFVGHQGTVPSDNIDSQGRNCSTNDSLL
* marks the source's active call; other numbers are inactive results; ? = inconclusive; nt = no result given; ! = not active in a repeat; [ ] = remark or other dose. Unless noted, the call rests on the fitted dose curve; in most records, active means well fitted curve in the direction sought with a large enough effect; inconclusive means small, poorly fitted or top-dose-only effect, or another doubt; inactive means no such curve, though single readings can be large; an effect the other way counts as inactive or inconclusive. This is a subset; rates above refer to the full screens.

SMILES	Giardia killer	FBPA coupling cs	BCR signal inh	GALK inhibitor	Integrin act MD	Menin MLL FP TR	Tb PFK inh	TSG101-PTAP inh	ASM inhibitor	PKM2 act	B2AR arrestin
Cc1onc(-c2ccccc2)c1C(=O)N1CCN(c2ccccc2F)CC1	15	-2	-7%	-1%	11%	-18%	-2%	-1%	0%	nt	-0.2%
COc1cccc(C(CC(=O)NCc2ccco2)NS(=O)(=O)c2ccc(C)cc2)c1OC (stereo not given)	-7	1	2%	0%	-24%	-4%	2%	-1%	-1%	-14%	0.0%
CCn1c2ccccc2c2cc(NC(=O)COc3ccccc3)ccc21	-4	1	-17%	-2%	-16%	-11%	-1%	-1%	?	-4%	-1.8%
CCCCNC(=O)Nc1cc(C(F)(F)F)c[nH]c1=O	18	-43*	3%	-5%	6%	-1%	-8%	-10%	0%	1%	0.0%
c1ccc(Nc2ccccn2)cc1	-5	3	-23%	-5%	3%	nt	2%	-1%	0%	-3%	0.1%
O=C(COC(=O)c1ccc2c(c1)OCO2)Nc1ccccc1OC(F)F	-18	nt	-2%	nt	2%	nt	-10%	0%	-1%	nt	-0.1%
O=C(CCCN1C(=O)/C(=C/c2ccccc2Cl)SC1=S)N1CCCC1	-23	6	?	nt	-52%[inhibitor]	-30%	4%	-1%	-13%	-10%	-0.5%
CC1(C)CC(NC(=O)C2CCCCC2C(=O)O)CC(C)(C)N1 (stereo not given)	27	-2	2%	9%	3%	1%	2%	-6%	2%	3%	-0.8%
COc1ccc(CN(Cc2nc3ccccc3c(=O)[nH]2)C(=O)C(C)(C)C)cc1	1	0	1%	0%	-9%	-16%	-6%	-4%	-1%	4%	0.0%
OC(CNCC1COc2ccccc2O1)COc1ccc(Cl)cc1 (stereo not given)	?	0	1%	0%	11%	?	-4%	0%	2%	-2%	-0.1%
COc1ccc(NC(=O)c2ccc(-c3csc(C)n3)cc2)cc1	-3	3	?	9%	7%	?	0%	-3%	-1%	-4%[11.5 µM]	0.6%
O=C(CCN1C(=O)C2CC=CCC2C1=O)Nc1ccc(S(=O)(=O)N2CCCCC2)cc1 (stereo not given)	1	nt	-9%	nt	-6%	nt	-4%	3%	1%	nt	-0.3%
C/C(=N\Nc1nc2ccccc2[nH]1)c1ccc([N+](=O)[O-])cc1	3	0	1%	-1%	7%	nt	4%	-7%	-17%	-21%	0.5%
COc1ccc(C(CNC(=O)c2ccc(-c3cccc(C(F)(F)F)c3)o2)N2CCOCC2)cc1 (stereo not given)	1	nt	?	nt	7%	nt	-1%	-3%	-18%	nt	0.4%
Cc1ccc(C)c2nc(SCC(=O)NCc3cccs3)c(C#N)cc12	2	-3	3%	-4%	9%	?	-8%	-2%	9%	5%	-0.6%
CC(C)CCNC(=O)C(c1ccco1)N(Cc1ccc(F)cc1)C(=O)c1snc(C(N)=O)c1N (stereo not given)	4	1	-1%	1%	9%	8%	-2%	-10%	234%[activator]	-10%	-0.2%
CCCCOc1ccc(CSCCN)cc1Cl	-2	0	?	0%	-78%[inhibitor]	nt	11%	-6%	-4%	-1%	0.0%
CCN(CC)S(=O)(=O)N1CCN(S(=O)(=O)N2CCOCC2)CC1	6	0	5%	0%	-18%	-27%	0%	-5%	0%	-1%	-0.3%
O=C(CCc1nnc2ccc(NCc3ccco3)nn12)N1CCN(c2ccccc2)CC1	-1	nt	-13%	4%	?	nt	-6%	-4%	-1%	nt	-0.1%
COCCN1C=C2C(=O)C(C)(OC(=O)c3cccs3)C(=O)C=C2C=C1CCCC(=O)OC (stereo not given)	14	-35*!	?	1%	-5%	?	1%	-4%	4%	-1%[11.5 µM]	-0.4%
CCC[n+]1c(C)sc2c(OC)ccc(OC)c21	-14	-1	?	0%	-29%	-12%	-25%	-1%	2%	0%	-0.3%
COc1cc(C(=O)N/N=C(\C)c2ccc3c(c2)OCO3)cc(OC)c1OC	6	5	?	-1%	-1%	-8%	-2%	-2%	0%	3%	-0.2%
CC(=O)Nc1ccc(OCC(O)CN2C(C)(C)CC(O)CC2(C)C)cc1 (stereo not given)	3	-1	-6%	2%	2%	-13%	1%	-2%	3%	-2%	0.4%
COc1ccc(CNC(=O)CCNS(=O)(=O)c2ccc(Br)s2)cc1	-1	1	-3%	6%	?	19%	6%	-5%	-1%	0%	-0.2%
CCCCN(Cc1ccccc1)C(=O)C1CCN(S(=O)(=O)c2c(C)noc2C)CC1	-12	0	?	1%	3%	-7%	-3%	1%	3%	-17%	0.5%
Cc1ccc(C(=O)NC(=S)Nc2cccc(-c3nc4ccccc4s3)c2)cc1	9	1	4%	2%	18%	-14%	-6%	-1%	2%	-6%	-0.8%
O=C(NCCNC1CCCCC1)c1ccco1	-12	0	-7%	16%	12%	-9%	1%	-2%	0%	5%	0.6%
CCOc1ccc(N2C(=O)C3Sc4[nH]c(=O)sc4C(/C=C/c4ccccc4)C3C2=O)cc1 (stereo not given)	4	-1	?	-3%	0%	?	-4%	-7%	-16%	10%	0.2%
Cc1nn(C)cc1S(=O)(=O)N1CCN(Cc2ccc(F)cc2Cl)CC1	?	5	1%	10%	-25%	11%	-5%	0%	4%	-2%	-0.8%
Cc1ccc(-n2nnc(-c3cnc4ccccc4c3)n2)cc1	0	-11	?	-2%	1%	14%	-3%	0%	4%	-7%	7.6%

Complete entries as entered above. Order of screens: Giardia killer, FBPA coupling cs, BCR signal inh, GALK inhibitor, Integrin act MD, Menin MLL FP TR, Tb PFK inh, TSG101-PTAP inh, ASM inhibitor, PKM2 act, B2AR arrestin
Cc1ccc(-n2nnc(-c3cnc4ccccc4c3)n2)cc1 as listed: 0, -11, ?, -2%, 1%, 14%, -3%, 0%, 4%, -7%, 7.6%
CCOc1ccc(N2C(=O)C3Sc4[nH]c(=O)sc4C(/C=C/c4ccccc4)C3C2=O)cc1 (stereo not given) as listed: 4, -1, ?, -3%, 0%, ?, -4%, -7%, -16%, 10%, 0.2%
CCCCOc1ccc(CSCCN)cc1Cl as listed: -2, 0, ?, 0%, -78%[inhibitor], nt, 11%, -6%, -4%, -1%, 0.0%
Cc1nn(C)cc1S(=O)(=O)N1CCN(Cc2ccc(F)cc2Cl)CC1 as listed: ?, 5, 1%, 10%, -25%, 11%, -5%, 0%, 4%, -2%, -0.8%
CCN(CC)S(=O)(=O)N1CCN(S(=O)(=O)N2CCOCC2)CC1 as listed: 6, 0, 5%, 0%, -18%, -27%, 0%, -5%, 0%, -1%, -0.3%

Following part.
SMILES	Giardia killer	FBPA coupling cs	BCR signal inh	GALK inhibitor	Integrin act MD	Menin MLL FP TR	Tb PFK inh	TSG101-PTAP inh	ASM inhibitor	PKM2 act	B2AR arrestin
CCOC(=O)C1=C(N)n2c(s/c(=C\c3cccnc3)c2=O)=C(C(=O)OCC)C1c1cccnc1 (stereo not given)	nt	0	2%	-2%	nt	-1%	0%	nt	nt	-4%	0.4%
Cc1ccccc1NC(=O)CSc1nc(N)c(C#N)cc1C#N	16	4	?	0%	0%	12%	5%	38%[activator]	1%	2%	0.4%
CCc1cc(-c2n[nH]c(C)c2Oc2ccc(C(C)C)cc2)c(O)cc1O	-5	-5	?	-4%	-57%[inhibitor]	?	2%	-2%	-3%	14%	-0.2%
CCCS(=O)(=O)N1CCCC(C(=O)N2CCN(c3ccccn3)CC2)C1 (stereo not given)	-4	0	2%	-4%	-11%	-17%	0%	-1%	-1%	-4%	0.3%

Looked up above.
Cc1nn(C)cc1S(=O)(=O)N1CCN(Cc2ccc(F)cc2Cl)CC1 in FBPA coupling cs: 5
COc1ccc(NC(=O)c2ccc(-c3csc(C)n3)cc2)cc1 in PKM2 act: -4%[11.5 µM]
OC(CNCC1COc2ccccc2O1)COc1ccc(Cl)cc1 (stereo not given) in B2AR arrestin: -0.1%
